NCI-60 one-dose screen, 48 h, at 10 µM unless noted. Numbers give growth in % (100 = growth as untreated, 0 = no growth, -100 = all killed).
TK-10 = TK-10 renal cancer cells | 81,000 tested, 3.9% active | AID 1794769
U251 = U251 CNS tumor cells. 80,000 tested, 5.4% active
786-0 = 786-0 renal cancer cells | 81,000 tested, 5.1% active
UO-31 = UO-31 renal cancer; AID 1794768; 81,000 tested, 5.2% active
ACHN = ACHN renal cancer. 81,000 tested, 4.9% active. AID 1794771
RXF 393 = RXF 393 renal cancer cells | 77,000 tested, 6.9% active
CAKI-1 = CAKI-1 renal cancer | 75,000 tested, 4.7% active | AID 1794772
SN12C = SN12C renal cancer cells; 81,000 tested, 3.8% active; AID 1794767
A498 = A498 renal cancer cells; AID 1794774; 76,000 tested, 5.4% active
An asterisk follows results filed as active; . = no result given; [ ] = remark or other dose. Rule for the calls: active = growth percent below 10; inactive = the rest.

No.	structure	TK-10	U251	RXF 393	SN12C	A498	ACHN	CAKI-1	UO-31	786-0
1	Cc1cccc(OCc2nnc(/N=C/c3cc4ccccc4nc3Cl)s2)c1	123	103	114	99	107	90	79	81	94
2	CCCn1cc2c(=O)nc3sc(Cc4cccc(C(F)(F)F)c4)c(C)n3c2n1	95	92	102	95	81	95	80	66	98
3	Oc1cccc(C=Nc2ccc(Nc3ncnc4sc5c(c34)CCN(Cc3ccccc3)C5)cc2)c1	134	109	106	93	103	94	89	76	106
4	S=C(NNc1ccccc1)NC1CCCCC1	113	96	100	103	87	97	97	82	104
5	COc1cc(O)c2c(c1O)C(=O)c1cc(C)ncc1C2=O	100	103	94	109	95	107	104	82	94
6	C[N+](C)(CCOC(c1ccccc1)c1ccccc1)CC(=O)OCc1ccccc1	96	106	.	105	114	111	.	87	105
7	O=C1c2cccc3c(Br)ccc(c23)C(=O)N1CC1CO1 (stereo not drawn)	102	99	118	104	76	111	98	82	100
8	Cc1ccc([N+](=O)[O-])c(N)n1	105	99	108	98	82	95	95	82	98
9	CCOC(=O)c1cn(CCN(C)C)c2nc(NCc3ccc(OC)c(OC)c3)nn2c1=O	100	96	107	110	103	100	95	82	103
10	CN1CCN(c2ccc(/C=C/C(=O)c3cc4ccccc4oc3=O)cc2)CC1	130	92	87	95	100	89	86	58	98
11	CN1/C(=C\C(I)C(I)C2=[N+](C)c3ccccc3C2(C)C)C(C)(C)c2ccccc21 (stereo not drawn)	19	7.7*	36	.	-2.6*	4.9*	21	-1.6*	23
12	Nc1ccc2[nH]c3ccccc3c2c1	135	108	89	94	105	92	74	75	106
13	CN(C)c1ccc(/C=N/N2C(=O)CSC2=S)c(Cl)c1	98	.	95	95	81	67	80	78	112
14	OC1c2ccccc2Oc2ccccc21	95	98	97	88	96	78	80	82	104
15	COc1cccc2c(=O)c3c(sc12)c(NCc1ccccc1)nc1ccccc13	114	100	104	93	72	91	87	67	95
16	COc1cc(CNC(=O)c2ccccc2)ccc1OCC(=O)NO	130	100	117	95	.	93	84	76	103
17	O=[N+]([O-])c1ccc(S(=O)(=O)NN=C2CCCCC2)cc1	128	111	117	103	123	100	93	68	103
18	O=c1[nH]c(=S)n2c(c1-c1ccccc1)OC(CBr)C2 (stereo not drawn)	98	100	109	103	96	98	109	89	100
19	CCCCOc1nc2c(C)cccc2cc1/C=C/C(=O)/C=C(/C=C/c1cc2cccc(C)c2nc1OCCCC)OB(F)F	103	100	105	99	97	107	96	86	101
20	C/C(=N\N1C(=O)c2ccccc2NC1c1cccs1)c1c(O)cc(C)oc1=O (stereo not drawn)	103	100	105	99	102	107	.	85	99
21	O=c1cc(CNc2cc(F)cc(F)c2)c2ccc(I)cc2[nH]1	53	32	15	52	3.9*	36	27	40	44
22	Cc1cc([N+](=O)[O-])ccc1NC(=O)CSC#N	107	100	111	103	102	99	101	83	102
23	O=[N+]([O-])c1ccc(C(S(=O)(=O)Cc2ccccc2)S(=O)(=O)Cc2ccccc2)cc1	106	102	85	93	88	91	112	70	101
24	N#C/C(=C\c1ccc(Cl)s1)c1cc2ccccc2[nH]1	146	98	105	83	94	91	73	67	.
25	c1ccc(-c2nc(-c3nccc4ccccc34)oc2-c2ccccc2)cc1	121	96	97	98	.	100	99	77	71
26	CCOC(=O)CSc1nnc(-c2cc3c([nH]c4ccccc43)c(-c3cccc(O)c3)n2)n1-c1ccc(C)cc1	.	55	80	58	97	50	92	73	89
27	COc1ccc(-n2ncc3c2CCc2cc(S(=O)(=O)c4ccccc4)c(=O)n(Cc4ccccc4)c2-3)cc1	97	.	82	90	67	86	72	50	76
28	c1ccc(N(CSc2nc3ccccc3s2)c2ccccc2)cc1	108	100	98	90	103	94	109	66	89
29	O=C1OC(=O)C2CCC12 (stereo not drawn)	115	100	113	99	97	104	102	86	96
30	COc1cc(C(=O)N(c2cccc(C(F)(F)F)c2)C(C(=O)NC2CCCCC2)c2ccc(OC)c(OC)c2OC)cc(OC)c1OC (stereo not drawn)	83	82	82	81	98	95	90	80	90

The closing 3 entries of the section before are carried over, then new ones follow.
No.	structure	TK-10	U251	RXF 393	SN12C	A498	ACHN	CAKI-1	UO-31	786-0
28	c1ccc(N(CSc2nc3ccccc3s2)c2ccccc2)cc1	108	100	98	90	103	94	109	66	89
29	O=C1OC(=O)C2CCC12 (stereo not drawn)	115	100	113	99	97	104	102	86	96
30	COc1cc(C(=O)N(c2cccc(C(F)(F)F)c2)C(C(=O)NC2CCCCC2)c2ccc(OC)c(OC)c2OC)cc(OC)c1OC (stereo not drawn)	83	82	82	81	98	95	90	80	90
31	N=C(N)c1ccc(-c2ccc(-c3ccc(Cl)cc3)s2)s1	-55*	.	-85*	-50*	51	-97*	-12*	-87*	-63*
32	NC(=O)c1cc2ccncc2c2ccccc12	89	98	39	102	115	78	123	112	107
33	Cn1c(=O)[nH]c2nc(SCC(=O)Nc3ccc(C(=O)/C=C/c4ccc(Cl)cc4)cc3)[nH]c2c1=O	94	83	.	91	85	100	85	80	108
34	CCOC(=O)c1c(NC(=O)c2cccc(C(F)(F)F)c2)sc2c(CN(C)C)c(O)ccc12	113	17	38	90	82	45	71	49	12
35	COC(=O)C(CC(Nc1ccccc1)c1ccc2ccccc2c1)[N+](=O)[O-] (stereo not drawn)	109	99	112	98	101	88	94	78	99
36	COc1ccc(C(=O)Nc2cccc(-c3cc(=O)c4ccccc4o3)c2)c(OC)c1OC	123	101	116	96	76	89	85	64	103
37	COc1ccccc1/C=N/N1C(=O)CSC1=S	108	98	109	102	89	104	101	95	97
38	O=C1/C(=C\c2cn(C(=O)c3ccc(Cl)cc3)c3ccccc23)c2ccccc2N1C(=O)c1ccc(Cl)cc1	55	74	83	81	81	63	74	64	94
39	Cc1ccc(-c2cc(Cc3cccs3)c(=O)n(Cn3cnc4nc[nH]c4c3=O)n2)cc1	105	92	101	96	77	100	96	96	97
40	COc1cc(C(=O)/C=C/c2ccc(N3CCN(C)CC3)cc2)cc(OC)c1OC	110	99	107	98	108	98	91	73	106
41	CC(C)(C)OC(=O)/C=C/c1cccc2c1C(=O)NC(C)(c1cc3cc(Cl)ccc3oc1=O)N2 (stereo not drawn)	66	42	10	50	102	20	42	21	54
42	CS(=O)(=O)Nc1cc(-c2ccc3ncc(C#N)c(NCc4ccccc4O)c3c2)cnc1Cl	-6.2*	14	.	17	-41*	12	-1.3*	3.5*	8.2*
43	N=C(N)c1ccc(O)cc1	102	99	113	105	109	106	95	85	96
44	CSc1nc(N)c(N)c(N)n1	111	96	115	99	95	110	98	93	109
45	CC(=O)C1=C(C)NC(NN)=NC1c1cccc(Cl)c1 (stereo not drawn)	152	95	.	98	93	99	91	86	104
46	Nc1ncc(-c2ccc(NS(=O)(=O)c3ccc(C(F)(F)F)cc3Cl)cc2)[nH]1	87	88	94	84	101	93	71	68	97
47	COc1ccc(C2C3Cc4cc(OC)c(OC)cc4C3=NN2C(=O)Nc2ccc(C)cc2C)cc1OC (stereo not drawn)	.	102	122	90	93	101	102	76	98
48	CCOC(=O)C(Cc1cccc(F)c1)C(=O)OCC	90	96	116	100	97	105	92	89	98
49	C=C1C(=O)O[C@@H]2C3C(=C(C)CC[C@@H]12)CC1O[C@]13C (stereo partly drawn)	40[6.75 µM]	90[6.75 µM]	92[6.75 µM]	87[6.75 µM]	103[6.75 µM]	73[6.75 µM]	90[6.75 µM]	54[6.75 µM]	83[6.75 µM]
50	O=C(c1ccc(Br)cc1)[C@@H]1[C@@H]2CCCN2[C@]2(C(=O)Nc3ccccc32)[C@H]1c1ccc(O)cc1	151	101	98	95	86	92	71	75	99
51	COc1ccccc1C1C(C#N)=C(N)N(c2ccc(F)cc2F)C2=C1C(=O)CC(C)(C)C2 (stereo not drawn)	121	98	.	89	104	91	85	78	97
52	COC(=O)c1n[nH]c2ccc3nc(-c4cn[nH]c4C(F)(F)F)c4c(c3c12)CCCC4	19	42	38	48	5.8*	39	15	29	36
53	CCOC(=O)/C=C1/S/C(=N\N=C\c2ccc(OS(=O)(=O)C(F)(F)C(F)(F)C(F)(F)C(F)(F)C(F)C(F)(F)F)cc2)N(c2ccccc2)C1=O (stereo not drawn)	112	101	112	97	109	106	89	84	107
54	O/N=C1\c2ccccc2-c2ccc(F)cc21	85	106	111	94	132	87	94	48	104
55	CCCCCCCCCC(=O)Oc1ccc(/C(=C(/C)Cc2cccc(OC)c2)c2ccc(OCCN(C)C)cc2)cc1	109	110	115	99	96	110	102	92	103
56	O=C(/C=C/c1ccc(OCc2ccccc2)cc1)c1nc2ccccc2[nH]1	97	93	100	110	101	103	91	86	89
57	N#Cc1c(Nc2ccccc2)nn2c(-c3ccc4ccccc4c3)ccnc12	.	104	81	97	70	107	97	76	96
58	COc1ccc(-c2nc3ncccn3c2-c2nnc(-c3ccc(OC)c(OC)c3)o2)cc1	94	96	89	89	67	76	96	82	92
59	Nc1c(C(=O)Nc2ccc(F)cc2)sc2nc3c(cc12)C(=O)CCC3	111	100	103	93	69	100	79	93	98
60	Cn1ccnc1C(=O)/C=C/c1ccc(CNC(=O)c2ccc(Cl)cc2)cc1	21	7.0*	.	17	21	2.8*	36	-11*	12

Single records (already shown). Values in the order: TK-10	U251	RXF 393	SN12C	A498	ACHN	CAKI-1	UO-31	786-0
COc1ccccc1/C=N/N1C(=O)CSC1=S as listed: 108	98	109	102	89	104	101	95	97
N=C(N)c1ccc(O)cc1 as listed: 102	99	113	105	109	106	95	85	96
Cc1ccc(-c2cc(Cc3cccs3)c(=O)n(Cn3cnc4nc[nH]c4c3=O)n2)cc1 as listed: 105	92	101	96	77	100	96	96	97
COC(=O)C(CC(Nc1ccccc1)c1ccc2ccccc2c1)[N+](=O)[O-] (stereo not drawn) as listed: 109	99	112	98	101	88	94	78	99
COc1ccc(C(=O)Nc2cccc(-c3cc(=O)c4ccccc4o3)c2)c(OC)c1OC as listed: 123	101	116	96	76	89	85	64	103

Following part:
No.	structure	TK-10	U251	RXF 393	SN12C	A498	ACHN	CAKI-1	UO-31	786-0
61	COc1ccc(NC=O)c(OC)c1	90	106	108	98	88	98	.	82	98
62	Cn1c(=O)c2c(nc(OCc3ccccc3)n2C)n(C)c1=O	106	98	109	107	84	108	99	100	.
63	O=C(/N=c1\oc2ccccc2cc1-c1cc2ccccc2[nH]1)Nc1ccccc1	189	97	114	90	95	87	86	57	100
64	COC(=O)c1ccc(N=C=O)cc1	103	97	110	102	121	102	92	74	98
65	Cc1ccc(N=Nc2ccccc2)cc1	95	101	106	.	104	107	96	95	90
66	O=c1c2sc3ncccc3c2nnn1-c1cccc(Cl)c1	119	88	90	94	121	81	94	91	102
67	COc1ccc(C(=O)COc2cccc(/C=C3\CSc4ccccc4C3=O)c2)cc1	-5.8*	-87*	-40*	30	85	-36*	-48*	18	80
68	COc1ccc(-c2cc(-c3ccc(Cl)cc3)nc(SCCCCCC(=O)NO)n2)cc1	88	97	111	96	101	94	76	68	108
69	Cc1cc(C)n(Cc2cccc(Cn3c(C)cc(C)c(C#N)c3=O)n2)c(=O)c1C#N	111	105	106	103	105	103	95	92	103
70	CCOC(=O)C(Cc1ccc(O)cc1)NC(=O)c1cc2c(cn1)[nH]c1ccccc12 (stereo not drawn)	114	86	106	101	103	95	106	94	97
71	Cc1cc(Cl)ccc1Nc1nc(C(F)(F)F)ccc1C(=O)N/N=C/c1ccc(F)cc1	0.8*	3.9*	18	8.7*	8.0*	7.1*	10.0*	2.5*	-51*
72	O=C(NCCO)c1ccc2c(c1)nc(Nc1cccc(Cl)c1)c1ccncc12	96	97	88	94	89	93	81	103	89
73	Cc1ccc(-c2c3c(nc4c2c(C)nn4-c2ccccc2)NC(c2ccc4c(c2)OCO4)NC3)cc1 (stereo not drawn)	104	96	103	114	107	103	98	94	99
74	C=C(C)[C@@H]1CC[C@]2(N=C=O)CC[C@]3(C)[C@H](CC[C@@H]4[C@@]5(C)Cc6c([nH]c7ccccc67)C(C)(C)[C@@H]5CC[C@]43C)[C@@H]12	21	65	82	72	137	99	70	65	67
75	CN(C)CCCNC(=S)Nc1ccc(/C=C/c2ccc(Cl)cc2)cc1	-88*	-2.1*	-26*	-100*	-48*	-98*	-77*	-96*	-37*
76	O=C1NC(=S)N/C1=C\c1ccc(O)cc1	106	109	119	99	99	99	98	87	114
77	C/C(=N/NC(=S)NC1CCCCC1)c1sc(Nc2ccccc2O)nc1C	148	95	.	92	91	87	86	69	106
78	COC(=O)CC1=CCC(n2cc(F)c(-n3cncn3)nc2=O)O1 (stereo not drawn)	93	103	123	97	105	115	.	86	94
79	CNC(=O)c1cc(-n2ccc3cc(NS(=O)(=O)c4cc(C(F)(F)F)cc(C(F)(F)F)c4)ccc32)ccn1	99	99	105	90	79	104	93	93	93
80	O=C(O)Cc1c(-c2noc(-c3ccccc3)c2CC(=O)O)noc1-c1ccccc1	121	95	127	99	127	103	86	76	104
81	Clc1ccccc1/C=N/N=C/c1ccccc1Cl	118	91	104	100	41	107	100	103	92
82	COc1ccc(/C(Cl)=C(\CNc2ccccn2)c2ccccc2)cc1OC	97	102	100	95	69	113	106	87	103
83	O=C1NC(=S)S/C1=C\c1ccncc1	96	99	118	98	113	102	102	92	94
84	O=c1[nH]c2ccccc2cc1CSc1nccc(-c2ccc(Cl)cc2)n1	116	93	94	96	119	99	89	95	95
85	N#C/C(=C\NC(=S)Nc1ccccc1Cl)C(=O)c1ccc2ccccc2c1	138	90	96	102	98	101	94	88	107
86	CC12CCCC(=O)C1CC/C(=C\c1ccco1)C2=O (stereo not drawn)	105	107	109	102	103	108	103	87	104
87	Cc1cc2nccnc2cc1C	122	101	123	104	95	96	99	92	116
88	COc1cc(-c2cc(-c3ccc(N(C)C)cc3)nc(N3CCC(O)CC3)c2C#N)cc(OC)c1OC	15	13	-5.3*	26	26	15	-23*	-45*	-3.5*
